Bioassay records from PubChem BioAssay.
12-LOX inh = blocks human arachidonate 12S-lipoxygenase | Potency, µM (series often up to 108 µM), without a hit: at the top dose activity change, negative = inhibition, hits mostly inhibitors | purified 12hLO, xylenol orange hydroperoxide absorbance | hit rate 1.1% among 580,000 | AID 1671190 | P18054; also: potency is read from the fitted curve at half-maximal effect; % is scaled to controls: 0 for no effect and ±100 for the full control effect
Target sequence (P18054 whole entry, looked up): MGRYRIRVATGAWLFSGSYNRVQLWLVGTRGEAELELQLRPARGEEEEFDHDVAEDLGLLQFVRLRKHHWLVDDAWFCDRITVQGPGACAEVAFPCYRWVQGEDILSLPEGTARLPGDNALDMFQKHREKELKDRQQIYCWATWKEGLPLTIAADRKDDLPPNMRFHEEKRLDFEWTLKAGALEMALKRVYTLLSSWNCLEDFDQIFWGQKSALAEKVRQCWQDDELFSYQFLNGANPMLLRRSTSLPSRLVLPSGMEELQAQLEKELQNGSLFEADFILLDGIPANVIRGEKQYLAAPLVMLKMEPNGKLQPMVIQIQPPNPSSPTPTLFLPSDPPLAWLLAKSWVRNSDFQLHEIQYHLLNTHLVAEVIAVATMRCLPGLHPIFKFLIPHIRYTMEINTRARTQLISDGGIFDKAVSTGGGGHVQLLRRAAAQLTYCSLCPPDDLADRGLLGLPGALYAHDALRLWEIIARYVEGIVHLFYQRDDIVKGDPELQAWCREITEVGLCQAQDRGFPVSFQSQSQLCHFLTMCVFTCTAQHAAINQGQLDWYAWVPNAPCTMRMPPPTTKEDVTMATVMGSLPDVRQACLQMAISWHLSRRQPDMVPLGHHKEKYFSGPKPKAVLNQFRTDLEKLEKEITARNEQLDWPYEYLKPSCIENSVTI
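Purified human 12hLO (150 nM final) in 25 mM Hepes, 0.01% Triton X-100, pH 7.0 was preincubated 15 min at room temperature with compound. Then 40 uM arachidonic acid was added, 30 min. Hydroperoxide was read by Fe-XO absorbance ratio 573/405 nm.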
D2 antag = antagonists of human D2 dopamine receptor; hit rate 2% among 340,000; AID 485344; HEK293 TREx D2 cells, calcium flux, dopamine EC80; inhibition, % at 10 µM; in the data active = inhibition above about 30%; also: 0% is about no effect
Target sequence (P14416 whole entry, looked up): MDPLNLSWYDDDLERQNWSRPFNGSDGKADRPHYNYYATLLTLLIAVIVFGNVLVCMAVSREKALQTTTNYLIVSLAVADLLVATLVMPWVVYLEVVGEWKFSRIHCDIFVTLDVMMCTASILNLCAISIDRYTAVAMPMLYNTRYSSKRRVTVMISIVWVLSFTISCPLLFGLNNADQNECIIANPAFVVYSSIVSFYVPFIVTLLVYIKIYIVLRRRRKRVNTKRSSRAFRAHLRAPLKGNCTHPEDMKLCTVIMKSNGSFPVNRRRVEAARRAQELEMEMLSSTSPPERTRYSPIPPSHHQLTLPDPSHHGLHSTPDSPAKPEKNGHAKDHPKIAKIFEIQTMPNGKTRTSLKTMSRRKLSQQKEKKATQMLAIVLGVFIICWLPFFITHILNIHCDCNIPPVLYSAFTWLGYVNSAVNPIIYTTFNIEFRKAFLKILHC
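In this primary screen, negative modulation is detected by tracking calcium flux after an EC80 dopamine challenge in inducible HEK293 T-REx D2 cells preexposed to test compound for 180 s.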
GRP78 ERSR act = inducers of ER stress response in human glioma cells; U87-MG GRP78 promoter luciferase reporter, 16 h; Potency, µM, inactives show at the top dose activation, usual class: activators; hit rate 0.02% among 420,000; AID 602332; also: potency is read from the fitted curve at half-maximal effect; series mostly up to about 76 µM; % of control where 0% means no effect; nearly all actives have a fitted effect of over 35% in size
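ERSR induction read as luciferase luminescence (Bright-Glo, 10 min at room temperature) in stably transfected human U87-MG glioma cells exposed to compounds for 16 h, using GRP78 as sensor.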
Vif-A3G inh = Vif-A3G binding inhibition; Potency, µM (series often up to 46.1 µM), for the others: top-dose activity, negative = active, hits mostly inhibitors; hit rate 0.076% among 410,000; Q9HC16; HeLa A3G-eYFP + Vif (tagged APOBEC3G with the HIV-1 protein that degrades it), YFP fluorescence, overnight;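 also: potency is read from the fitted curve at half-maximal effect; % is scaled to controls: 0 for no effect and ±100 for the full control effect; nearly all actives have a fitted effect of over 60% in size; hits raise eYFP signal because A3G escapes Vif-driven loss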
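HeLa cells stably expressing Vif and C-terminally eYFP-tagged A3G, seeded overnight at 37 deg C, then exposed to compound by pintool overnight at 37 deg C. Rise in yellow fluorescence (Ex 488/Em 500-530, Acumen) marks blocked Vif-driven A3G degradation.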
Vif-A3F inh = inhibitors of Vif-A3F interaction; HeLa A3F-eYFP + Vif (tagged APOBEC3F with the HIV-1 protein that degrades it), YFP fluorescence increase; Potency, µM (top dose mostly 46.1 µM), for the others: at the top dose activity, negative = active; hit rate 0.2% among 390,000; also: potency is read from the fitted curve at half-maximal effect; % of control where 0% means no effect; nearly all actives have a fitted effect of over 65% in size
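HeLa cells stably expressing Vif plus C-terminally eYFP-tagged A3F were seeded, incubated overnight at 37 deg C, dosed with compound, incubated overnight again at 37 deg C. Yellow fluorescence (Ex 488/Em 500-530) reported blocked Vif-mediated A3F-eYFP degradation.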
D2 agonist = activates the human D2 dopamine receptor. hit rate 0.53% among 340,000. AID 485358. P14416. activation, % at 2 µM. HEK293 T-REx D2 cells, calcium flux agonist mode;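 active = activation over 3 SD above normal in the single-dose calcium agonist read, cut at about 30% in these data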; also: 0% is about no effect
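Tetracycline-induced HEK293 T-REx cells with force-coupled D2 receptor, plated overnight at 30 C, loaded with no-wash calcium dye. After a 10 s baseline, compound was pin-added and calcium flux read kinetically for 180 s; calcium rises flagged agonists.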
LDHA inh = blocks human lactate dehydrogenase A | purified LDHA, NADH/diaphorase-resazurin fluorescence; active compounds read low | activity change, % (values are at about 110 or 230 µM) | AID 1347041 | P00338 | hit rate 0.15% among 480,000; in the data active = activity change below about -30%; inconclusive = mostly about -25% to -30%;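 also: plate controls were DMSO wells for no effect and wells without enzyme for full effect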
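Resorufin fluorescence (ex540/em590), read at 0 and 20 min after diaphorase/resazurin addition, reports the NADH left after a 5 min room-temperature reaction of 2 nM human LDH5 with 0.06 mM NADH and 0.2 mM pyruvate.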
ERG Ets-DNA blk = inhibitors of human ERG Ets domain-DNA interaction; P11308; Potency, µM (doses to about 76.9 µM), for inactives: at the highest dose FP activity, negative = inhibition, actives largely listed as inhibitors; AID 624246; hit rate 0.028% among 370,000; fluorescence polarization, His-ERG Ets domain / labelled DNA; active = well fitted inhibition curve with a large enough effect in the polarisation, with a control signal flat; inconclusive = small, poorly fitted or top-dose-only effect, or effect the other way, or a change in a side signal; inactive = no such curve, though single readings can be large or run the other way; the % refers to the polarisation;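 also: polarization taken with two DNA probes labelled with fluorescein and Texas red; potency is read from the fitted curve at half-maximal effect; % of control where 0% means no effect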
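His-tagged ERG Ets domain (1 uM in the protein solution; 300mM KCl, 50mM Tris-HCl, 1mM EDTA, 1mM DTT, pH 7.5) received compound, then a probe mix of 5 nM fluorescein-DNA and 100nM Texas-615-DNA. Fluorescence polarization was read for both dyes.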
RGS4 inh = inhibitors of human regulator of G protein signaling 4; Transcreener GDP fluorescence polarization, RGS4-accelerated GTP hydrolysis; Potency, µM (top dose mostly 114 µM), without a hit: at the top dose activity change, negative = inhibition, most hits filed as inhibitors; hit rate 0.039% among 390,000; P49798; also: potency is read from the fitted curve at half-maximal effect; % is scaled to controls: 0 for no effect and ±100 for the full control effect; nearly all actives have a fitted effect of over 75% in size; some results filed as inactive show a strong effect at the top dose
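MLSMR compounds (23 nl, pin-transferred) preincubated 10 min at room temperature with a 500nM (2x) first reagent, then RGS4 at 900nM (2x) plus Transcreener GDP mix added; fluorescence polarization (620/688 nm) read before and after 90 min at 30 °C.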
An asterisk follows results filed as active; ? = inconclusive; · = no result given; & = joins results of further samples; [ ] = dose if it differs, or a comment. Unless noted, calls follow the shape of the dose curve; as a rule, active = well fitted curve in the direction sought with a large enough effect; inconclusive = small, poorly fitted or top-dose-only effect, or another doubt; inactive = no such curve, though single readings can be large; an effect the other way counts as inactive or inconclusive. A portion of the library, so the mix of outcomes need not match the whole.

canonical_smiles	D2 agonist	RGS4 inh	12-LOX inh	ERG Ets-DNA blk	Vif-A3G inh	D2 antag	GRP78 ERSR act	Vif-A3F inh	LDHA inh
O=C(O)CSc1nnc(C2COc3ccccc3O2)n1-c1ccccc1 (centres undefined)	-2.4	25%	-3%	4%	-4%	3	-8%	-8%	2
Cc1ccc(NC(=O)CSc2nc(NS(=O)(=O)c3ccccc3)cc(=O)[nH]2)cc1	-0.2	-48%	·	3%	2%	-6	-4%	-20%	?
Cc1cccc(C)c1NC(=O)Nc1ccccc1-n1ccnc1	0.0	12%	1%	2%	-1%	4	-1%	5%	0
CC1CSc2nnc(CCc3ccccc3)n21 (centres undefined)	0.8	-17%	383%[activator]	-6%	0%	-17	-2%	-5%	-9
O=C(NCc1ccco1)c1ccccc1	-0.1	20%	0%	-15%	-3%	10	0%	-6%	-14
Nc1nc2ccccc2n1S(=O)(=O)c1ccccc1	·	·	9%	·	-6%	·	-1%	·	-4
COc1ccccc1N1CCN(C(=O)c2ccc(CN3CCc4ccccc4C3)cc2)CC1	2.4	-1%	11%	-18%	-3%	-1	-5%	-16%	2
Cc1c(C(=O)NC2CCCCC2)oc2ccccc12	5.1	2%	0%	-13%	-4%	15	7%	-2%	-6
O=C1NC(=Nc2ccc(O)cc2)S/C1=C\C=C\c1ccco1	0.1	-2%[11.4 µM]	-23%	0%	?	1	1%	3%	-5
COc1cccc(N2CCN(C(=S)NCc3ccco3)CC2)c1	2.1	9%	-18%	9%	-2%	-2	-3%	?	6
COc1ccc(C2=C(Nc3ccc(F)cc3)c3ccccc3C2=O)cc1	·	5%	12%	0%	0%	·	-3%	1%	-8
COC(=O)CSc1ccsc1C(=O)O	-0.3	-12%	-9%	9%	0%	7	-5%	-3%	-1
Cc1ccc2nc(-c3ccco3)c(Cc3ccccc3)n2c1	·	·	?	·	-28%	·	1%	·	3
N#C/C(=C\c1c(N2CCCCCC2)nc2ccccn2c1=O)C(=O)NCc1ccco1	1.2	-26%	?	4%	-6%	12	-2%	6%	2
COc1ccc(NC(=S)N2CCC(Cc3ccccc3)CC2)cc1	0.6	-4%	?	8%	4%	7	2%	2%	-1

(more compounds)
canonical_smiles	D2 agonist	RGS4 inh	12-LOX inh	ERG Ets-DNA blk	Vif-A3G inh	D2 antag	GRP78 ERSR act	Vif-A3F inh	LDHA inh
Cc1ccc(-n2c(N)c(C(=O)N3CCOCC3)sc2=S)cc1	·	?	?	2%	-8%	·	-3%	2%	-5
COc1cccc(OC)c1C(=O)Nc1cccc(-c2cn3ccsc3n2)c1	0.1	-8%	-10%	3%	-1%	·	2%	1%	-12
Cc1nc2ccc(NS(=O)(=O)c3c(C)c(C)cc(C)c3C)cc2s1	-0.3	-2%[11.4 µM]	?	-2%	-15%	8	-9%	-5%	12
CN(C(=O)COC(=O)CNC(=O)c1ccccc1Cl)c1ccccc1	-0.6	-7%	6%	0%	0%	-7	0%	0%	-7
COC(=O)C[C@H]1c2cc(C(F)(F)F)ccc2S(=O)(=O)N1c1ccc(N(C)C)cc1	·	-4%	-7%	4%	0%&1%	·	-2%&-1%	-5%	5
COc1cc(Nc2ccc(S(N)(=O)=O)cc2)c([N+](=O)[O-])nc1[N+](=O)[O-]	-0.2	8%	0%	1%	4%	15	2%	0%	1
Nc1nc2ccc(S(=O)(=O)c3ccc4nc(N)sc4c3)cc2s1	0.1	-9%	-8%	-1%	?	5	-1%	·	-7
CCCCOc1cccc(C(=O)NC(=S)Nc2cccc(C(F)(F)F)c2)c1	0.4	?	32µM*	3%	-6%	-5	-4%	-13%	0
COC(=O)CN=Cc1c(O)n(-c2ccc(Cl)cn2)c(=O)c2ccccc12	0.0	-6%	0%	0%	-4%	6	-9%	5%	-10
CCc1ccc(NC(=O)Cn2cnc3sc(C)c(S(=O)(=O)N4CCC(C)CC4)c3c2=O)cc1	0.0	34%	?	-2%	1%	·	-3%	-2%	-2
Cc1nc(-c2cccnc2)sc1C(=O)N/N=C/c1ccccc1Cl	-0.2	-11%	114%[activator]	-2%	0%	-13	-2%	1%	-3
CC(C)(C)C(=O)Nc1ccc(C(=O)NCc2cccnc2)cc1	-0.2	2%	451%[activator]	-9%	1%	28	3%	1%	-5
COc1ccc(NC(=O)c2ccc(C(=O)Nc3ccc(OC)cc3OC)cc2)c(OC)c1	-0.4	-2%	3%	9%	-4%	-14	-3%	-16%	-13
CCCN(CCC)c1ccc(/C=N/NC(=O)CN2CCOCC2)cc1	0.9	-2%	·	-7%	-4%	24	-2%	13%	2
O=C(Nc1ccc(Oc2cccc(C(F)(F)F)c2)nc1)c1cccs1	·	18%	95%[activator]	6%	0%	·	-5%	-2%	-8

Further entries follow:
canonical_smiles	D2 agonist	RGS4 inh	12-LOX inh	ERG Ets-DNA blk	Vif-A3G inh	D2 antag	GRP78 ERSR act	Vif-A3F inh	LDHA inh
Cc1cc(OCc2cc(C(=O)N(C)C3CCOC3)no2)cc(C)c1Cl (centres undefined)	-0.4	-25%	3%	14%	?	2	0%	-7%	1
COc1ccc(NCc2nnc(SCC(=O)c3ccc(C)cc3)o2)cc1	0.0	-22%	-1%	0%	-3%	17	1%	·	4
N#Cc1ccccc1NC(=O)CSc1ncn[nH]1	-0.1	-17%	-23%	-1%	-3%	·	1%	1%	-4
CC(=O)c1ccc(OC(=O)CCc2ccccc2)cc1	0.3	10%	0%	6%	-5%	6	-5%	-6%	0
CCOc1ccc(Cl)cc1-c1cc(C(=O)NCc2ccccc2OC)[nH]n1	·	·	-19%	·	3%	·	-3%	·	-7
CCOc1ccc(N2CC(NC(=O)Cc3ccccc3)CC2=O)cc1 (centres undefined)	·	-39%	6%	-2%	4%	·	-3%	6%	4
COC(=O)C1CCN(C(=O)COC(=O)c2cc([N+](=O)[O-])ccc2N2CCOCC2)CC1	0.2	23%	2%	61%[activator]	-6%	-19	-4%	6%	-6
COc1cc(NC(=O)C(c2ccccc2)c2ccccc2)c(C(=O)O)cc1OC	·	13%	-24%	-4%	2%	·	-1%	13%	0
Cc1ccc(CN2C(=O)c3ccccc3CC2(C)C(=O)NC2CCCCC2)cc1 (centres undefined)	·	36%	-10%	1%	·	·	·	·	-21
Cc1ccc(CNC(=O)CCCc2nnc3n(CC(C)C)c(=O)c4sccc4n23)cc1	0.1	29%	-24%	3%	-5%	·	-1%	-5%	-3
CCOc1cc(N2CCOCC2)c(OCC)cc1NC(=O)CSc1ncccc1C(=O)O	·	-26%	11µM*	7%	-1%	·	-3%	6%	37
Cc1ccc2c(c1)nc(SCC(O)c1ccc(Br)cc1)n2C (centres undefined)	-1.2	2%	-19%	5%	-3%	·	-2%	0%	-14
CN(C)S(=O)(=O)c1cccc(C(=O)NCC2(N3CCOCC3)CCCCC2)c1	0.0	-13%	0%	-1%	-1%	0	-2%	-14%	-4
CC(C)c1nc2cc(C(=O)NC(C)c3cnn(C)c3)ccc2o1 (centres undefined)	0.7	3%	14%	2%	0%	-3	-4%	0%	-3
Cc1cc(NC(=O)CC(C)C)c(=O)n(Cc2c(F)cccc2Cl)c1	1.3	25%	-4%	1%	2%	-9	-4%	-7%	-18

Later entries.
canonical_smiles	D2 agonist	RGS4 inh	12-LOX inh	ERG Ets-DNA blk	Vif-A3G inh	D2 antag	GRP78 ERSR act	Vif-A3F inh	LDHA inh
CCC(CC)C(=O)N(C)c1c(C)nc2c(OCc3ccc(C#N)cc3)cccn12	·	·	?	·	-2%	·	-4%	·	-2
Cc1c(Cc2ccccc2)c(=O)oc2cc(OCC(=O)c3ccccc3)ccc12	1.9	12%	3%	9%	-6%	-27	-2%	-8%	0
O=S(=O)(c1ccccc1)c1nnn2c1nc(NC1CCCCC1)c1sccc12	-0.8	8%	-6%	1%	5%	·	-3%	3%	-13
O=C(Nc1ccccc1)C1CC(O)CN1S(=O)(=O)c1ccc([N+](=O)[O-])cc1 (centres undefined)	0.2	-17%[56.9 µM]	-7%	-14%	-5%	-2	1%	0%	-3
CCOC(=O)CN(C(=O)c1ccccc1)c1ccccc1C	0.2	12%[11.4 µM]	0%	-7%	1%	11	-6%	8%	-7
CCOc1ccc(-c2cc(C(=O)Nc3cccc(C(F)(F)F)c3)[nH]n2)c(C)c1	·	·	-1%	·	1%	·	-5%	·	-4
CC(=O)c1sc(Nc2ccccc2)nc1C	·	·	-1%	·	-4%	·	2%	·	-7
CC(=O)N1CCC2(CC1)C(C#N)=C(N)Oc1n[nH]c(C)c12	-0.4	18%	0%	4%	0%	8	-1%	-8%	1
Cc1cnc2cc([N+](=O)[O-])ccc2n1	0.8	?	1%	1%	0%	-2	-3%	5%	3
COC(=O)c1cccc([N+](=O)[O-])c1CS(=O)(=O)c1ccc(C)cc1	0.4	-2%	-13%	-3%	1%	7	-2%	3%	-10
COc1ccc(OC)c(NC(=O)c2ccc(Cl)cc2)c1	-0.9	1%	?	-3%	-5%	5	2%	-1%	-3
CCOC(=O)Nc1ccc2c(c1)N(C(=O)CN(CC)CC)c1ccccc1C=C2	-2.1	3%	-2%	·	1%	7	-4%	-2%	-4
NC(N)=N/N=C/c1ccc(Cl)c([N+](=O)[O-])c1	-0.5	-28%	?	-10%	0%	0	-2%	3%	8&-4
CCOc1ccc(C(=O)NC(C(=O)NCc2ccccn2)C(C)C)cc1 (centres undefined)	0.5	-36%	410%[activator]	2%	?	-7	-2%	2%	0
